CHRM4 PAM = potentiates acetylcholine response at human M4 receptor | P08173 | CHO-K1 hM4/Gqi5, Fluo-8 calcium fluorescence, ACh EC20; 0% = ACh EC20, 100% = maximal ACh | activation, % at 3 µM | hit rate 0.4% among 360,000;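 active = activation above its plate's cutoff, the mean activation of sample wells plus 3 SD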; note: some results filed as inactive read as strong as hits
Target sequence (P08173 whole entry, looked up): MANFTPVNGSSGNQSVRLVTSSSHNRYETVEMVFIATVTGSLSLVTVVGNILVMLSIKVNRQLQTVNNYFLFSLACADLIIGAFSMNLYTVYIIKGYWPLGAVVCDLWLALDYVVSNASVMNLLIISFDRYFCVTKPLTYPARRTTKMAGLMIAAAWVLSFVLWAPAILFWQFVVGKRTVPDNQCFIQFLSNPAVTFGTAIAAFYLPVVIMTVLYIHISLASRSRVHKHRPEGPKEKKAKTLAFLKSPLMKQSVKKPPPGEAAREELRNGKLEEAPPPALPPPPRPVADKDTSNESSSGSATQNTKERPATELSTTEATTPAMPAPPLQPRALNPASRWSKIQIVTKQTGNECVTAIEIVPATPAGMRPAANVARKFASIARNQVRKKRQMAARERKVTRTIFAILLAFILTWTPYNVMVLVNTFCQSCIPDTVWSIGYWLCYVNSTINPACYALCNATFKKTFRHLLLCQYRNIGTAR
M5 ag = agonists of human muscarinic M5 receptor (CHRM5) | P08912 | hit rate 0.19% among 360,000 | activation, % at 3 µM | CHO-K1 hM5 cells, Fluo-8 calcium fluorescence; 0% DMSO wells, 100% maximal acetylcholine response;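 active = activation above the run's mean over test compounds plus 3 SD, cut at about 23% in these data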;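 note: signal is peak over basal fluorescence ratio across the kinetic read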
Target sequence (P08912 whole entry, looked up): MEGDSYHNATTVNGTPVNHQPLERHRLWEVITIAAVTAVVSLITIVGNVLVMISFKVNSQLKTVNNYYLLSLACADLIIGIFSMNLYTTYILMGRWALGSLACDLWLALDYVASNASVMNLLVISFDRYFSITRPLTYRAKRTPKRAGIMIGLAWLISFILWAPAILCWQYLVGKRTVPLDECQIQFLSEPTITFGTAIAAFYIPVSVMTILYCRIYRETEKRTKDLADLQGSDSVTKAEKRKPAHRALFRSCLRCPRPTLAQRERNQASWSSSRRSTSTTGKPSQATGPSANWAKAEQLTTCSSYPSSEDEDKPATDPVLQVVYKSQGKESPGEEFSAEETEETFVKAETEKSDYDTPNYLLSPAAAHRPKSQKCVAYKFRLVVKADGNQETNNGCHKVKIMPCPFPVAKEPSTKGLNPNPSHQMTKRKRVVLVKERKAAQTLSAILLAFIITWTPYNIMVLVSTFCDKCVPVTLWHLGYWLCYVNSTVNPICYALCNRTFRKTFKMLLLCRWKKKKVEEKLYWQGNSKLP
CRFR2-BP antag = CRF-BP/CRF-R2 complex antagonism; hit rate 0.59% among 350,000; AID 588475; inhibition, % at 11.8 µM; HEK293 CRF-R2/CRF-BP, CRF-induced calcium fluorescence;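 active = inhibition of the ligand-induced calcium signal above about 50% at the single tested concentration, limit read from the data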
CRFBP-R2 agonist = agonists of human CRF-binding protein/CRF-R2 receptor complex | HEK293 CRF-R2/CRF-BP, calcium dye fluorescence (FLIPR); percent of saturating CRF peptide response | activation, % at 13.2 µM | AID 588473 | hit rate 0.46% among 350,000;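 active = activation of at least 50%, plus an integration ratio under a set limit after plate pattern correction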;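 note: plate controls were neutral control wells without compound for no effect and CRF at EC100 for full effect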
CHO-K1 Ca PAM = nonselective activator or artifact in parental CHO-K1 calcium assay. ATP EC20, Fluo-8 calcium fluorescence; 0% at ATP EC20, 100% at ATP max. activation, % at 3 µM. hit rate 0.02% among 360,000;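 active = activation above the run cutoff, the mean activation of all test compounds plus 3 SD, cut at about 40% in these data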;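 note: peak over basal fluorescence ratio in a 140 s read after ATP addition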
TAAR1 ag = human TAAR1 agonism. Q96RJ0. CHO RD-HGA16 TAAR1, Fluo-8 calcium fluorescence; vehicle wells 0%, saturating PEA agonist 100%. activation, % at 3 µM. hit rate 0.99% among 360,000;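 active = activation above the mean activation of all test compounds in the run plus 3 SD, cut at about 38% in these data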
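Test system: RD-HGA16 (CHO) cells co-expressing Gα16 and hTAAR1; dosing: one-point dosing at 3 µM (nominal); timing: 17-24 h seeding, 75 min 37 °C dye, 30 min RT; signal: kinetic Fluo-8 calcium fluorescence; read-out basis: % activation relative to PEA EC100 response; controls: DMSO and PEA EC100; replicates: n 1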
TAAR1 antag = human TAAR1 antagonism | Q96RJ0 | CHO RD-HGA16 TAAR1, Fluo-8 calcium fluorescence, antagonist | AID 624466 | hit rate 1.5% among 360,000 | inhibition, % at 3 µM;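 active = inhibition above a per-plate cutoff, the mean inhibition of test compounds on that plate plus 3 SD, cut at about 49% in these data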;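 note: 0% = DMSO plus EC80 beta-PEA response and 100% = DMSO alone without agonist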
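Assay system: RD-HGA16 CHO cells with stable hTAAR1 and Gα16 / Reagent: EC80 β-phenethylamine stimulus / Doses: 3 µM, single point / Timing: dye loading 75 min at 37 °C, then 30 min room temperature / Measured by: Fluo-8 intracellular calcium dye fluorescence, real-time kinetic reads / Controls: vehicle wells and EC80 agonist wells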
M5 antag = antagonists of human muscarinic M5 receptor (CHRM5). P08912. CHO-hM5 cells, Fluo-8 calcium fluorescence, ACh EC80. inhibition, % at 3 µM. hit rate 0.59% among 360,000. AID 624040;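 active = inhibition above a per-plate cutoff, the mean of that plate's test compounds plus 3 SD, cut at about 27% in these data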;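 note: 0% = acetylcholine EC80 with DMSO and 100% = DMSO without agonist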
M5 PAM = positive allosteric modulators of human muscarinic M5 receptor | CHO-K1 hM5, Fluo-8 calcium, ACh EC20 PAM; 0% = ACh EC20, 100% = ACh EC100 | activation, % at 3 µM | hit rate 0.3% among 360,000 | AID 624038;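 active = activation above the run cutoff, the mean activation of all test compounds plus 3 SD, cut at about 18% in these data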
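Assay system: CHO-K1 hM5 cells. Also added: acetylcholine at EC20 concentration, added after compound. Dosing: 3 µM, single dose. Times: compound preincubation 140 s before EC20 acetylcholine addition. Signal: Fluo-8 calcium fluorescence. Measure: % activation relative to EC20 and EC100 ACh responses. Repeats: singlicate, one well per test compound.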
* = called active by the depositor; / = no result given.

No.	SMILES	CHRM4 PAM	M5 ag	CRFR2-BP antag	CRFBP-R2 agonist	CHO-K1 Ca PAM	TAAR1 ag	TAAR1 antag	M5 antag	M5 PAM
1	CCOC(=O)c1c(C)n(C)c2ccc(OCC(N)=O)cc12	0	-2	-1	-5.3	5	0	-4	-6	0
2	COc1ccc(C(C(=O)NCc2ccccc2)N(C(=O)c2snc(C(N)=O)c2N)C2CCCC2)cc1 (stereo not drawn)	0	3	0	-1.0	3	11	16	3	1
3	COc1cc2c(cc1OC)-c1cc(NC3CCCCCCC3)nc(=O)n1CC2	-2	-4	17	3.8	18	1	13	0	0
4	COc1cc(NC(=O)CSc2nc3ncnc(N)c3[nH]2)c(C(=O)O)cc1OC	1	-2	3	-0.2	18	-5	16	-4	6
5	COc1ccc(CCNC(=O)C(C)OC(=O)c2cccs2)cc1OC (stereo not drawn)	-4	0	6	0.5	7	-1	7	-18	12
6	O=C(NCC(c1ccco1)N1CCN(c2ccccc2F)CC1)C(=O)NC1CCCC1 (stereo not drawn)	1	-4	13	-0.5	17	-1	-18	-2	2
7	O=C(CN1C(=O)C2CCCCC2C1=O)OCC(=O)c1ccc(Cl)s1 (stereo not drawn)	1	-1	2	3.6	-6	1	-8	1	-3
8	CC(C)(C)NC(=O)NC(=O)COC(=O)CNS(=O)(=O)/C=C/c1ccccc1	5	3	-5	2.2	13	4	14	7	-2
9	Cc1ccc(S(=O)(=O)N2CCC(=O)N(C(COCc3ccccc3)Cc3ccccc3)CC2)cc1 (stereo not drawn)	4	0	-3	0.0	17	8	36	16	-1
10	C=C(C)c1ccc(C(C)(C)NC(=O)N2CCN(C)CC2)cc1	2	-5	2	0.1	13	9	-5	14	1
11	COc1ccc(N2CCN(C(C)C(=O)N(C)Cc3ccccc3)CC2)cc1 (stereo not drawn)	5	-2	7	-2.3	17	2	-8	1	-3
12	CCOC(=O)C1=C(Nc2ccccc2)CSC1	0	0	18	-0.5	16	4	-15	-6	0
13	COC(=O)c1cnc2c(c(C)nn2C)c1OC	-7	-2	3	-1.6	-8	0	0	-1	9
14	Cc1csc(SCC(=O)c2ccc(S(=O)(=O)N3CCOCC3)cc2)n1	-5	1	33	-2.7	-9	2	7	8	-6
15	CC(=O)NC(Cc1ccc(F)c(F)c1)C(=O)NC1CCN(c2c(Cc3ccccc3)c(C)nc3ncnn23)CC1 (stereo not drawn)	-5	1	-4	0.1	7	5	31	5	-2
16	Cc1ccccc1Cn1c(C)cc(C)c(C#N)c1=O	1	-4	-16	-0.3	-14	2	-23	16	-3
17	CCc1cc2ccc(C)cc2nc1SCC(=O)NNC(=O)c1ccco1	-4	-5	-18	-1.1	27	9	-14	6	-3
18	Cc1cc(C)n(-c2nnc(SCC(=O)NC3CCCC3)c3ccccc23)n1	0	-1	-6	1.8	11	6	12	1	3
19	CCc1cc(C(N)=O)c(NC(=O)c2ccc(OC)cc2)s1	8	-3	-10	1.4	23	2	2	6	-2
20	Cc1ccc(N2C(=O)Nc3ccccc3C2(O)C(=O)N2CCN(c3ccccn3)CC2)cc1C (stereo not drawn)	7	0	-3	-2.6	19	-1	-19	1	4
21	O=C(c1ccc(Cl)cc1)N1CCCC(C(=O)N2CCN(c3ccccc3)CC2)C1 (stereo not drawn)	-4	-5	-2	-0.5	15	0	-30	9	-7
22	O=C(N/C(=C\c1cccnc1)C(=O)N1CCCCC1)c1cccc(Br)c1	13	0	-10	0.7	9	6	-3	2	2
23	CCC(=O)N(c1nnc(SCC(=O)NN2C(=O)NC3(CCC(C)CC3)C2=O)s1)C1CC1 (stereo not drawn)	5	2	6	-1.0	10	0	3	7	-5
24	Cc1ccccc1CSc1nc2c(c(=O)[nH]1)CCC2	37*	3	5	-1.2	6	/	/	-3	-4
25	CC(C)CN(C(=O)CCNC(=O)c1ccc(Cl)cc1)C1CCS(=O)(=O)C1 (stereo not drawn)	3	1	7	1.7	12	1	-6	-8	18*
26	Cc1cnc(C(=O)Nc2nccs2)cn1	9	0	1	-1.5	22	10	-7	-4	5
27	Cc1ccc(C)c(CSC2=NN3CCCC(=O)N=C3S2)c1	-12	-11	-13	-1.6	11	-2	-9	7	5
28	CC(C)(C)NS(=O)(=O)c1ccc(CCC(=O)N2CCOCC2)cc1	11	-7	5	-0.2	9	17	11	-1	8
29	CCc1ccc(NC(=S)N2CCN(C)CC2)cc1	-2	-5	-1	-0.1	-12	1	1	2	4
30	O=C(Nc1nc(-c2ccccc2)ns1)c1ccncc1	0	-3	11	0.2	-3	-1	-5	1	3
31	CCCCCOC(=O)C1C(c2ccccc2)C(C(=O)O)C1c1ccccc1 (stereo not drawn)	1	-4	-16	0.6	22	5	-15	0	1
32	COc1cccc(OCCCCN2CC(C)OC(C)C2)c1 (stereo not drawn)	-2	-11	10	0.7	16	7	-2	-5	-2
33	Cc1ccc([N+](=O)[O-])cc1NC(=O)c1ccc(-c2ccccc2)cc1	-2	-1	11	-0.1	-6	-2	9	8	-3
34	Cc1ccsc1C(=O)NNC(=O)C1CCCCC1C(=O)O (stereo not drawn)	4	-6	-20	-0.2	2	1	3	-8	5
35	O=C(Oc1ccc(OC(=O)N2CCOCC2)cc1)c1ccccc1	-3	-4	-8	3.1	7	4	-17	3	-3
36	CCCCC(=O)Nc1ccc2oc(-c3ccncc3)nc2c1	-2	4	-7	0.9	-9	2	-3	4	-4
37	Cc1cc(S(=O)(=O)Nc2cc(C)c(O)c(C)c2)c(C)s1	-9	6	-1	-7.1	-8	-1	18	-3	0
38	C[C@H](CO)N1C[C@H](C)[C@H](CN(C)C(=O)Nc2ccc(C(F)(F)F)cc2)OCc2cnnn2CCCC1=O	10	1	-6	2.6	16	13	-7	-2	4
39	COc1ccc(N(C(=O)c2csnn2)C(C(=O)NC2CCCC2)c2ccccc2)cc1 (stereo not drawn)	-7	0	-5	-0.1	4	1	-2	0	6
40	Cn1c(=S)n(/N=C/c2cccs2)c2ccccc21	8	2	7	-1.3	7	1	-4	16	0
41	O=C(NC1CCCCC1)N1CCN(c2ncccn2)CC1	7	-3	-2	-0.4	0	10	9	-7	-3
42	COC(=O)c1ccccc1NC(=O)C(=O)NCC1CCCO1 (stereo not drawn)	3	-1	11	-0.4	23	12	-7	1	0
43	Cc1ccc(C)c(NC(=S)NC2CC3CCCC(C2)N3CC(C)C)c1 (stereo not drawn)	0	-12	-7	0.5	8	0	1	3	3
44	CN(c1ccccc1C(=O)O)S(=O)(=O)c1ccc2c3c(cccc13)C(=O)N2	-2	-2	-38	5.1	-1	-1	-1	6	-6
45	c1ccc2c(c1)CNc1ccccc1C2	-5	-2	15	6.0	17	20	-23	2	-3
46	O=C(c1cc(COc2ccc(F)cc2F)on1)N1CCN(C(=O)c2ccco2)CC1	-4	2	9	-0.4	4	5	12	1	-1
47	C[C@@H]1COc2cccc(N(C)CCO)c2S(=O)(=O)N1	0	2	/	/	8	3	-7	0	7
48	CCC1CCCCN1C(=O)Cn1nc([N+](=O)[O-])c(Cl)c1C (stereo not drawn)	-6	1	-2	-1.0	12	9	7	3	-1
49	COC(=O)[C@]12CCCCC=C1N(CCC1=CCCCC1)C(=O)[C@H](CC(=O)NCc1cccc3ccccc13)C2	-1	1	/	/	15	-1	3	13	-7
50	Cc1cccn2c(=O)c3cc(C(=O)NC4CCS(=O)(=O)C4)sc3nc12 (stereo not drawn)	9	0	4	-0.6	21	2	-25	0	-1

Carrying on.
No.	SMILES	CHRM4 PAM	M5 ag	CRFR2-BP antag	CRFBP-R2 agonist	CHO-K1 Ca PAM	TAAR1 ag	TAAR1 antag	M5 antag	M5 PAM
51	COCCNC(=O)c1ccc2c(c1)nc(C)n2-c1cccc(F)c1	7	-1	-17	0.6	16	2	4	13	-1
52	CSc1nc(N)nc(-c2cccs2)c1C#N	-3	0	-11	0.4	-8	7	14	-4	-1
53	COC(=O)C(Cc1ccccc1)OS(N)(=O)=O (stereo not drawn)	8	1	-7	-0.1	3	1	7	15	0
54	Cc1ccc(NC(=O)CSc2nc(=O)n(CCCN(C)C)c3c2CCC3)c(C)c1	4	0	-1	-1.2	18	1	-33	2	0
55	O=C(COC(=O)Cc1c[nH]c2ccccc12)Nc1c(Cl)cccc1C(F)(F)F	3	4	-3	-1.4	-2	3	7	0	2
56	COc1ccc(-c2cc(C(=O)O)no2)cc1	7	5	-5	2.2	12	3	-7	1	-2
57	CCc1ccc(C(=O)Nc2nnn(CC)n2)cc1	6	-3	-23	1.7	18	/	/	0	0
58	COC(=O)c1ccc(COc2ccc(/C=N/NC(N)=S)cc2)o1	-8	-1	13	-5.1	-3	2	0	20	-16
59	COc1ccc(N=Cc2c(C)[nH][nH]c2=O)cc1	-1	-1	3	-0.1	2	-1	-10	6	-2
60	COC(=O)c1ccsc1NC(=O)CCc1ccccc1	15	-5	1	0.1	-13	0	9	5	4

Entries by screen from above:
CRFBP-R2 agonist for nos. 53 to 58: -0.1, -1.2, -1.4, 2.2, 1.7, -5.1

(further entries)
No.	SMILES	CHRM4 PAM	M5 ag	CRFR2-BP antag	CRFBP-R2 agonist	CHO-K1 Ca PAM	TAAR1 ag	TAAR1 antag	M5 antag	M5 PAM
61	CC1CCC(N2CCN(c3ncccn3)CC2)CC1 (stereo not drawn)	-1	-6	-16	-1.4	6	1	-12	-1	2
62	CCSc1cc(N2CCCC2)nc(-c2ccc(Cl)cc2)n1	17	0	-5	-0.6	-3	3	-22	10	-1
63	C=CCn1c(C)c(C(C)=O)cc(NC(=O)c2ccccc2)c1=O	-5	1	2	-1.9	16	0	-4	-2	1
64	COc1ccc(C2(c3ccc(OC)cc3)NC(=O)N(CC(=O)Nc3ccccc3C(F)(F)F)C2=O)cc1	-1	3	-18	6.1	7	6	-13	-12	5
65	CN(C)C(=O)CCc1ccc2c3c([nH]c2c1)[C@]1(CCC2CCCC2)[C@@H](C(=O)N2CCOCC2)C[C@H](CC(=O)NCC24CC5CC(CC(C5)C2)C4)C(=O)N1CC3	-7	-1	13	-1.5	-10	2	-8	9	-4
66	NS(=O)(=O)c1cccc(NC(=O)CC(NC(=O)c2ccccc2Cl)c2ccccc2)c1 (stereo not drawn)	0	-5	-12	-1.2	3	1	-14	7	-4

4 neighbouring compounds from above, quoted:
No.	SMILES	CHRM4 PAM	M5 ag	CRFR2-BP antag	CRFBP-R2 agonist	CHO-K1 Ca PAM	TAAR1 ag	TAAR1 antag	M5 antag	M5 PAM
1	CCOC(=O)c1c(C)n(C)c2ccc(OCC(N)=O)cc12	0	-2	-1	-5.3	5	0	-4	-6	0
2	COc1ccc(C(C(=O)NCc2ccccc2)N(C(=O)c2snc(C(N)=O)c2N)C2CCCC2)cc1 (stereo not drawn)	0	3	0	-1.0	3	11	16	3	1
3	COc1cc2c(cc1OC)-c1cc(NC3CCCCCCC3)nc(=O)n1CC2	-2	-4	17	3.8	18	1	13	0	0
4	COc1cc(NC(=O)CSc2nc3ncnc(N)c3[nH]2)c(C(=O)O)cc1OC	1	-2	3	-0.2	18	-5	16	-4	6

The order is random. About 4.2% of those tested had a hit in this group.
